Screens as filed in PubChem BioAssay.
TDP1 inh: qHTS Assay for Inhibitors of Tyrosyl-DNA Phosphodiesterase (TDP1). Potency, µM (titrated, usually from 130 µM), without a hit: at the top dose activity change, negative = inhibition, actives largely listed as inhibitors. 0.28% of 350,000 active. AID 485290, 2010. recombinant TDP1, AlphaScreen DNA substrate cleavage. Tyrosyl-DNA phosphodiesterase 1 (Homo sapiens), Q9NUW8; also: nearly all actives have a fitted effect of over 40% in size
Target sequence (Q9NUW8 whole entry, looked up): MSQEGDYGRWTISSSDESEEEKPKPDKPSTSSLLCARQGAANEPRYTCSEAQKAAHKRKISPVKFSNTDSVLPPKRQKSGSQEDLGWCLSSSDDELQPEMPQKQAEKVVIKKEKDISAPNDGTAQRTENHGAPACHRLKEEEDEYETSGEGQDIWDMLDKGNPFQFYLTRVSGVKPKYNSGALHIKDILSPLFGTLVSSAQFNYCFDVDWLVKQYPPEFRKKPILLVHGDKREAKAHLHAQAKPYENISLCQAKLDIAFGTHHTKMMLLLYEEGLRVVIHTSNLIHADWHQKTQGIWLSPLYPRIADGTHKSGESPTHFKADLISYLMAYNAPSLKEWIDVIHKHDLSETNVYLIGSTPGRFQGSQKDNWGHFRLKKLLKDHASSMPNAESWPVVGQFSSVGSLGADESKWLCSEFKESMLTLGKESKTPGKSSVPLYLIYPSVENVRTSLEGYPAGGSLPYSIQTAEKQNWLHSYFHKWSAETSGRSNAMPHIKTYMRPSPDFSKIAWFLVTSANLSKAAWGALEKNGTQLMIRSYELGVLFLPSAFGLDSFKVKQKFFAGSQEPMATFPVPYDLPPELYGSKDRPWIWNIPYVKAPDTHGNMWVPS
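Signal: AlphaScreen proximity between streptavidin donor and anti-FITC acceptor beads on intact substrate. Reaction: Tdp1 1 nM, substrate 15 nM final, 5 min RT after 15 min compound preincubation.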
N370S GC mod: qHTS Assay for Inhibitors and Activators of N370S glucocerebrosidase as a Potential Chaperone Treatment of Gaucher Disease; Lysosomal acid glucosylceramidase (Homo sapiens), P04062; N370S GC spleen homogenate, 4MU-glucoside fluorescence; Potency, µM (series often up to 59.4 µM), without a hit: top-dose activity change, negative = inhibition, most hits filed as inhibitors; 0.092% of 330,000 active; AID 2101, 2009;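 also: 0% = full enzyme activity and -100% = no enzyme basal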
FEN1 inh: qHTS Assay for the Inhibitors of Human Flap endonuclease 1 (FEN1); Recombinant FEN1 flap cleavage, fluorescence, 15 min; 0.35% of 390,000 active; Potency, µM (titrated, usually from 114 µM), for the others: at the top dose activity change, negative = inhibition, hits mostly inhibitors; AID 588795, 2011; P39748; also: nearly all actives have a fitted effect of over 65% in size
Target sequence (P39748 whole entry, looked up): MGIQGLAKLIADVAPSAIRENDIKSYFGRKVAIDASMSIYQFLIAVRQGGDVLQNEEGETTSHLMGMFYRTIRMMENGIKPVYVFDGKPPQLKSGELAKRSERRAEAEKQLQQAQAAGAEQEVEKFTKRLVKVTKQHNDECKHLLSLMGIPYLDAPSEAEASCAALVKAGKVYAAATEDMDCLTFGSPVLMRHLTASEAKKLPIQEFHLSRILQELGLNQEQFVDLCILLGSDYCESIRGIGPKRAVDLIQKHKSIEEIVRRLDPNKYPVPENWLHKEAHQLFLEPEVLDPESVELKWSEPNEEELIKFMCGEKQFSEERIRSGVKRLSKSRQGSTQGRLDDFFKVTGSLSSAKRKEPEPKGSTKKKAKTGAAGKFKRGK
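Steps: FEN1 (10 nM) dispensed; compound added by pin tool; 15 min at room temperature; substrate added to 50 nM final; reads at 0 min and 15 min; data normalized and fitted (four-parameter Hill).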
* hit, by the source's call; ? = inconclusive; / = no result given; & = joins results of further samples; [ ] = remark or other dose. Calls follow the shape of the dose curve; as a rule, active = well fitted curve in the direction sought with a large enough effect; inconclusive = small, poorly fitted or top-dose-only effect, or another doubt; inactive = no such curve, though single readings can be large; an effect the other way counts as inactive or inconclusive. Unless noted, % is scaled to controls: 0 for no effect and ±100 for the full control effect; potency is read from the fitted curve at half-maximal effect. Not a hit list; about 0.53% have a hit in one of these screens.

SMILES | TDP1 inh | N370S GC mod | FEN1 inh
O=C(Nc1ccc(N2CCOCC2)c(S(=O)(=O)Nc2ccc(Cl)cc2)c1)c1cnccn1 | 3% | -21% | 3%
CC/C(O)=C1\C(=O)CC(c2ccccc2)CC1=NCCc1c(C)[nH]c2ccc(C)cc12 (stereo not given) | 0% | 11% | 1%
O=C(Cc1ccccc1)NC(Nc1cccc2ccccc12)C(Cl)(Cl)Cl (stereo not given) | -2% | 1% | -10%
Cc1cc(-c2nnc3sc(-c4ccc(Cl)cc4Cl)nn23)n[nH]1 | 2% | -1% | 1%
C=CCSc1n[nH]c(=O)n1-c1cccc(C(F)(F)F)c1 | 0% | 4% | 3%
NC(=O)CCN1CCN(C(=O)c2ccc3nc(Cc4cccc(Cl)c4)oc3c2)CC1 | 0%[56.1 µM] | -5% | 9%
O=c1[nH]c(C2CCN(S(=O)(=O)c3cccc(C(F)(F)F)c3)CC2)nc2c1nnn2Cc1cccc(F)c1 | / | -23% | 8%
Cc1cccc(N2CCN(C(=O)C3(S(=O)(=O)c4ccc(Cl)cc4)CC3)CC2)c1C | 2% | -2% | 0%
CCn1cc(C(=O)NCCC(=O)NCCCO)c(=O)c2cc3c(cc21)OCO3 | / | -10% | -4%
Cn1c(CNC(=O)c2ccc(F)cc2)nc2ccccc21 | 3% | 4% | -19%
COC(=O)CCCC1=CC2=CC(=O)C(C)(OC(=O)c3cccs3)C(=O)C2=CN1c1ccc(CO)cc1 (stereo not given) | -2%[12.3 µM] | 2%[12.8 µM] | /
c1ccc2c(c1)CCCN2Cc1nnnn1C1CCCC1 | 1% | 2% | 4%
Cc1ccc(C(=O)OCC(=O)Nc2sc3c(c2C#N)CCCC3)cc1NC(=O)c1ccco1 | 2% | -14% | -13%
O=S(=O)(c1ccc(F)cc1)N1CCN(Cc2cc3c(cc2Br)OCCO3)CC1 | 0% | / | 7%
Cc1cc(CN2CCCCC2)oc1C(=O)O | 8% | 9% | 6%
Cc1ccc(NS(=O)(=O)c2csc(C(N)=O)c2)cc1C | / | -13% | 3%
CCOC(=O)N1CCN(C(=S)Nc2cccc(C)c2)CC1 | 2% | 11% | -3%
Cc1cc(C)c2c(N)c(C(=O)NCc3ccco3)sc2n1 | 0% | -3% | -17%
O=C(NCCC1=CCCCC1)c1cc(COc2ccc(F)cc2Cl)on1 | -17% | 3% | 8%
c1ccc(Cn2c(-c3ccccc3)c[n+]3c2SCCC3)cc1 | 6% | 4% | 26%
Cc1nnc(SCc2nc3sc4c(c3c(=O)[nH]2)CCCC4)[nH]c1=O | 5% | 10% | 2%
COc1ccc(Br)cc1CN1CCN(C(=O)c2cccc(OC)c2OC)CC1 | 2% | -9% | -15%
COc1ccc(CN2C(=NC(=O)CCc3ccccc3)SC3CS(=O)(=O)CC32)cc1 (stereo not given) | 1% | 4% | 1%
COCc1nnc(SCC(=O)NC(C)c2ccccc2)n1-c1ccccc1 (stereo not given) | -6% | -11% | -2%
COc1ccc(Cl)cc1NC(=O)c1c(NCc2sccc2C)sc2c1CCCC2 | 7% | / | 79µM*

Going on with the list:
SMILES | TDP1 inh | N370S GC mod | FEN1 inh
O=C(N/N=C(\c1ccccc1)c1ccccn1)c1cccc([N+](=O)[O-])c1 | 10% | 21% | -1%
Cc1onc(-c2c(F)cccc2Cl)c1C(=O)NCc1ccco1 | 0% | 26% | 8%
O=C(NC1CCCCC1)C(c1ccc2ncccc2c1)N(Cc1ccc2c(c1)OCO2)C(=O)c1cccs1 (stereo not given) | 8% | -22% | -11%
Cc1cnc(C(=O)OCc2nc3ccsc3c(=O)[nH]2)cn1 | 14µM* | / | ?
O=C/C(=C\Nc1ccccn1)c1nc2cc(Cl)ccc2o1 | -7% | 12% | -12%
COc1ccc(C)cc1NC(=O)C1CCN(S(=O)(=O)c2ccc3c(c2)C(C)(C)C(=O)N3C)CC1 | / | 3% | -21%
Cc1ccc(C)c(OCC(=O)NCCNC(=O)COc2cc(C)ccc2C)c1 | 0% | -11% | -11%
O=C(C[n+]1ccccc1)N/N=C/c1cc(Br)cc(Br)c1O | / | -27% | 6%
Cc1cccc(CCNC(=O)C2CCC(CNS(=O)(=O)c3cccs3)CC2)c1 (stereo not given) | -5% | 2% | 6%
NNC(=O)c1oc2nc(-c3ccc(Cl)cc3)cc(-c3ccccc3)c2c1N | / | -11% | -18%
Cc1csc(NC(=O)CN2C(=O)c3ccccc3S2(=O)=O)n1 | 2% | ? | 17%
O=C(NC(Cc1ccccc1)C(=O)O)/C(=C/c1ccc([N+](=O)[O-])cc1)NC(=O)c1ccccc1Br (stereo not given) | 0% | -2% | -2%
N#Cc1c(NC(=O)C2CC(c3c(F)cccc3Cl)=NO2)sc2c1CCC2 (stereo not given) | 3% | ? | -11%
Cc1c(C)n2c(SCC(=O)N3CCCCC3)nnc2[nH]c1=O | / | -4% | 15%
COc1ccc(C(=O)NC(=S)Nc2ccc(CN3CCOCC3)cc2)cc1OC | / | 12% | -12%
CNC(=O)C1CC(=O)N(CCc2ccc(OC)cc2)C(=Nc2ccc(OC)cc2)S1 (stereo not given) | 6% | -3% | ?
Cc1ccc(NC(=S)NCCN(C2CCCCC2)C2CCCC2)cc1C | 5% | 10% | -18%
COCc1n[nH]c(=S)n1-c1ccccc1 | / | 1% | -4%
O=C(CN(Cc1ccc(F)cc1)C(=O)CNS(=O)(=O)c1ccc(F)cc1)NCC1CCCO1 (stereo not given) | / | -5% | 11%
COc1cccc(C(=O)OCCCN(C)C)c1 | 1% | -19% | 10%
O=C1CS(=O)(=O)C2(C(=O)N(Cc3ccccc3Cl)c3ccccc32)N1c1ccc(F)cc1 (stereo not given) | 6% | / | -16%
O=C1C2CC=CCC2C(=O)N1c1ccc(OCC(O)Cn2nnc3ccccc32)cc1 (stereo not given) | 8% | -2% | -2%
CCOCCn1c(CC)nc2ccccc21 | 2% | 3% | -2%
CCOc1ccc(OCCC(=O)OC(C)C(=O)Nc2ccc(Cl)cn2)cc1 (stereo not given) | -12% | 3% | -4%
CCCNc1nc2c(c(=O)n(C)c(=O)n2C)n1Cc1ccc(F)cc1 | 2% | -9% | -6%

Reprinted at random: 5 entries already listed
SMILES | TDP1 inh | N370S GC mod | FEN1 inh
N#Cc1c(NC(=O)C2CC(c3c(F)cccc3Cl)=NO2)sc2c1CCC2 (stereo not given) | 3% | ? | -11%
CCOc1ccc(OCCC(=O)OC(C)C(=O)Nc2ccc(Cl)cn2)cc1 (stereo not given) | -12% | 3% | -4%
CNC(=O)C1CC(=O)N(CCc2ccc(OC)cc2)C(=Nc2ccc(OC)cc2)S1 (stereo not given) | 6% | -3% | ?
CCCNc1nc2c(c(=O)n(C)c(=O)n2C)n1Cc1ccc(F)cc1 | 2% | -9% | -6%
O=C1C2CC=CCC2C(=O)N1c1ccc(OCC(O)Cn2nnc3ccccc32)cc1 (stereo not given) | 8% | -2% | -2%

The listing picks up; the 2 compounds before the break are reprinted first.
SMILES | TDP1 inh | N370S GC mod | FEN1 inh
CCOc1ccc(OCCC(=O)OC(C)C(=O)Nc2ccc(Cl)cn2)cc1 (stereo not given) | -12% | 3% | -4%
CCCNc1nc2c(c(=O)n(C)c(=O)n2C)n1Cc1ccc(F)cc1 | 2% | -9% | -6%
O=C(COC(=O)c1ccc(OC(F)F)cc1)Nc1cccc(S(=O)(=O)NC2=NCCC2)c1 | 1% | / | 53%[activator]
CC(Oc1cccc2cccnc12)C(=O)N/N=C/c1ccccc1 (stereo not given) | 6% | 16% | -5%
COc1ccc(C(=O)Cc2cc(OC)c(OC)cc2[N+](=O)[O-])c(OC)c1 | -4% | -3% | 1%
O=C(NCCO)C(=O)Nc1cc2c3c(c1)CCN3C(=O)CC2 | 2% | 0% | -15%
Cc1nc2nc3c(cn2n1)C(=O)CC(c1ccccc1)C3 (stereo not given) | 6% | -8% | -3%
CC(=O)c1cc2c(cc1NC(=O)CSc1nc3ccccc3o1)OCO2 | -1% | -8% | -4%
COc1cc2c(c(OC)c1OC)C(=O)CC2 | -4% | 2% | 19%
O=C1Nc2ccc(I)cc2/C1=C/c1cc(Br)c(O)c(Br)c1 | 17%[56.1 µM] | -5%&-3%&-3%&-10% | ?
CSc1nc(-c2ccccc2)cn1-c1ccc(NC(C)=O)cc1 | 11% | 16% | 5%
COc1ccc(NC(=O)CN2C(=O)NC3(CCCCC3C)C2=O)cc1OC (stereo not given) | 1% | / | 4%
COc1cccc(-c2ocnc2C(=O)Nc2ccc3c(c2)CCC3)c1 | 0% | 10% | -19%
CC1CCN(C(=O)c2[nH]cnc2C(=O)N[C@@H](C)C(=O)OC(C)(C)C)CC1 | 4% | -6% | 0%
CCOC(=O)N1CCc2c(sc3[nH]c(=S)[nH]c(=S)c23)C1 | / | 3% | -29%
CCN(C[C@H]1N[C@@](Cc2ccccc2)(C(=O)OC)[C@H]2C(=O)N(Cc3ccccc3)C(=O)[C@@H]12)C(=O)c1ccc(F)cc1 | 1% | / | -21%
COc1ccccc1N1CCN(CC(=O)Nc2nc(C)c(C(=O)N(C)C)s2)CC1 | / | -1% | -5%
Cc1ccc(CC2S/C(=C(/C#N)C(=O)NCc3ccco3)N(c3ccccc3)C2=O)cc1 (stereo not given) | 5% | 3% | 11%
COc1ccc(F)cc1S(=O)(=O)NC1CCCCCC1 | -1% | -1% | -1%
COC(=O)C1CCN(CC(=O)Nc2ccc3c(c2)OCCO3)CC1 | 0% | / | 5%
FC(F)Oc1ccccc1NC(=S)NCc1ccco1 | 7% | 7% | -15%
Cc1ccc(CC(=O)c2ccc(Cl)cc2)cc1 | -11% | -14% | 14%
O=C(Nc1cccs1)Nc1ccc(F)cc1F | 11%&-1% | -15% | 0%&0%
Cc1ccc(-c2ccc(C)c(N)c2C)c(C)c1N | 3% | 0% | 36%[activator]
Cn1ccnc1SCC(=O)Nc1cccc([N+](=O)[O-])c1 | -1% | -7% | -1%
C=C1C(=O)O[C@@H]2[C@@H]1CC/C(C)=C\CC[C@@]1(C)O[C@H]21 | 14%[21 µM] | -6%[21.6 µM] | /
CCc1cc(=O)[nH]c(SCc2nc(-c3ccccc3C)no2)n1 | 8% | / | 13%

Further records:
SMILES | TDP1 inh | N370S GC mod | FEN1 inh
O=C(COC(=O)c1ccc(F)cc1)Nc1ccccc1N1CCOCC1 | 2%[56.1 µM] | 12% | -4%
Cc1ccc(C2=NN3C(C2)c2ccccc2OC32C(=O)Nc3ccccc32)cc1 (stereo not given) | 6% | -14% | -11%
Cc1ccc2cc(C#N)c(SCC(=O)N3CCCc4ccccc43)nc2c1C | 3% | 8% | -2%
Cc1ccc2[nH]c(=O)cc(C(=O)OCC(=O)c3ccccc3)c2c1 | 3% | 13% | -14%
C(=N\Nc1nncn1/N=C/c1ccco1)/c1ccco1 | / | 0% | 1%
COCCn1c(SCC(=O)c2ccc3c(c2)OCCO3)nnc1-c1ccco1 | 3% | 2% | -12%
C/C(=N\NC(=O)c1ccc(NS(=O)(=O)c2cccs2)cc1)c1ccc2c(c1)OCO2 | 2% | -4% | 2%
CCOc1ccc2nc(NC(=O)CCn3cccc3)sc2c1 | 8% | -2% | -8%
Cc1ccc(=O)n(C(C(=O)NCc2ccco2)C(=O)c2ccc(F)cc2)c1 (stereo not given) | 2% | 8% | -5%
CCOC(=O)N1CCN(C(=O)C2CCN(C(=O)c3ccc([N+](=O)[O-])cc3)CC2)CC1 | 3%[56.1 µM] | -4% | -7%
Cc1ccc(Nc2cc(C)nn2-c2nc(C)cc(C)n2)cc1 | 0% | ? | -14%
COc1cccc(C(=O)NCCS(=O)(=O)NCCc2ccccc2)c1 | -4%[0.505 µM] | -3% | -4%
CCOC(=O)CCNC(=O)N1CCCC(C(=O)c2cccc(Cl)c2)C1 (stereo not given) | / | -4% | -4%
CCOC(=O)Cc1nc2nc(C)cc(C)n2n1 | 0% | 0% | 3%
COc1nc(OC)nc(N2CCC(C(=O)NCc3ccco3)CC2)n1 | 2% | 0% | 3%
COc1ccc(Cl)cc1NC(=O)c1[nH]c(C)c(C(C)=O)c1C | 3%[0.0935 µM] | -16% | 3%
CCCc1cc(=O)oc2c3c(cc(OCC(=O)NCc4ccccn4)c12)OC(C)(C)CC3 | / | 24% | -19%
COC(=O)c1c(-c2cccc(OC)c2)csc1N | 5% | -2% | 14%
Cc1ccc(C)c(N2C(=O)CC(Cc3ccccc3)C2=O)c1 (stereo not given) | / | -16% | 8%
CCc1ccc(NC(=O)CCS(=O)(=O)c2ccc3c(c2)oc(=O)n3C)cc1 | -7% | / | -2%
O=S(=O)(c1ccc2nc(Nc3ccccc3)ccc2c1)N1CCCCC1 | -4% | ? | ?
CS(=O)(=O)N(CC(=O)N1CCCC1)c1ccc(Cl)cc1 | 1% | 0% | 17%

An excerpt from above in order of the TDP1 inh value, lowest first.
Structure,TDP1 inh,N370S GC mod
Cn1ccnc1SCC(=O)Nc1cccc([N+](=O)[O-])c1,-1%,-7%
COc1ccc(NC(=O)CN2C(=O)NC3(CCCCC3C)C2=O)cc1OC (stereo not given),1%,/
Cc1ccc(C(=O)OCC(=O)Nc2sc3c(c2C#N)CCCC3)cc1NC(=O)c1ccco1,2%,-14%
